# KB-V1 cytotox = kills drug-selected multidrug resistant KB-V1 cells | Potency, µM (top dose mostly 46.1 µM), for the others: at the highest dose activity change, negative = cytotoxicity, usual class: cytotoxic | AID 1347076 | hit rate 3.4% among 400,000 | KB-V1 MDR cells viability, CellTiter-Glo, 72 h; also: potency is read from the fitted curve at half-maximal effect; % is scaled to controls: 0 for no effect and ±100 for the full control effect; nearly all actives have a fitted effect of over 60% in size
#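 Cytotoxicity toward P-gp-expressing KB-V1 cells was determined as loss of CellTiter-Glo luminescence after 72 h at 37 degrees C. Compounds were tested in quantitative HTS format across a concentration range, with curves fitted to normalized data.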
# DRD3 agonist = activates the human D3 dopamine receptor; D3R DiscoveRx beta-arrestin cells, luminescence, 90 min; max activation, %; hit rate 0.58% among 410,000; AID 652048; in the data active = max activation above about 30%; also: 0% is about no effect; mostly tested at two doses, the higher about 12 µM
# Target sequence (P35462 whole entry, looked up): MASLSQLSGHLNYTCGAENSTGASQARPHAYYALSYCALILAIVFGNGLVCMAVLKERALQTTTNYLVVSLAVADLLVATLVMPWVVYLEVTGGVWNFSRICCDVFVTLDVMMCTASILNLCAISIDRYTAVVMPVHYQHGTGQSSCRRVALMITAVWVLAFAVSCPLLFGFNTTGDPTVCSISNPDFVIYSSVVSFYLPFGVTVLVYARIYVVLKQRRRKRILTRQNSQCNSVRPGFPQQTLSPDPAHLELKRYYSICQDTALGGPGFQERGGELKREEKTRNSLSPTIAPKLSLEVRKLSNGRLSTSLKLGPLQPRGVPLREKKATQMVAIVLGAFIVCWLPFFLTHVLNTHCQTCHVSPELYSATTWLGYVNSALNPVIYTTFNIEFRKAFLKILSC
#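 Cells at 1500/well, incubated overnight, then treated with pinned compounds (dopamine as control) for 90 min at 37 degrees C. DiscoveRx reagent added for 30 - 60 minutes at room temperature; luminescence read.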
# SW480 rerep = DNA re-replication induction in SW480 cells; SW480 DNA re-replication, Hoechst DNA content imaging, 48 h; Potency, µM (doses to about 46.1 µM), for inactives: top-dose re-replication activation, hits mostly activators; hit rate 1.8% among 340,000; AID 624297; also: potency is read from the fitted curve at half-maximal effect; % of control where 0% means no effect; nearly all actives have a fitted effect of over 55% in size
#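 Per well, 250 cells were exposed to pinned compound for 48 hr. Nuclear DNA was visualised with Hoechst (40 min, 37 C) and total object intensity recorded by fluorescence scanning.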
# D3 antag = antagonists of human D3 dopamine receptor | max response, negative = inhibition, % | D3R cells, DiscoveRx beta-arrestin luminescence, antagonist mode; hits give low values | P35462 | hit rate 2.5% among 360,000; in the data active = max response below about -50%; inconclusive = no clear call, values can overlap the other calls; also: % is scaled to controls: 0 for no effect and ±100 for the full control effect; mostly tested at two doses, the higher about 12 µM
#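 Cells expressing the human receptor were seeded at 1500 cells/well, incubated overnight at 37 degrees C in 5% CO2, then exposed to library compounds with dopamine controls for 90 minutes at 37 degrees C before luminescent detection.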
# IL1B secr inh = blocks inflammasome-driven IL-1 beta release; THP-1 LPS/ATP IL-1B secretion, AlphaLISA, 16 h; hits give low values; activity change, % at 57.5 µM; hit rate 4.7% among 360,000; in the data active = activity change below about -50%; inconclusive = mostly about -30% to -49%; also: % is scaled to controls: 0 for no effect and ±100 for the full control effect
#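 THP-1 cells pretreated 1 hr with compounds (up to 57.5 uM final), then stimulated with LPS (250 ng/mL final) plus ATP (1.25 mM final); secreted IL-1B measured by AlphaLISA after 16 hr, decreased signal indicating inhibition.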
# KB-3-1 tox = kills parental KB-3-1 adenocarcinoma cells | KB-3-1 viability, CellTiter-Glo ATP luminescence, 72 h | Potency, µM (top dose mostly 46.1 µM), for inactives: at the top dose activity change, negative = cytotoxic, actives largely listed as cytotoxic | hit rate 1.4% among 400,000 | AID 1347075; also: potency is read from the fitted curve at half-maximal effect; % is scaled to controls: 0 for no effect and ±100 for the full control effect; nearly all actives have a fitted effect of over 60% in size
#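 Cells are dispensed, compounds pinned in, plates held at 37 °C for 72 h, then CellTiter-Glo is added and luminescence read after 10 minutes. Cell line: parental KB-3-1 in phenol-red-free DMEM, 10% FBS.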
# HT1080NT lethal = kills 2HG-producing HT-1080-NT fibrosarcoma cells | HT-1080-NT fibrosarcoma viability, CellTiter-Glo ATP luminescence, 48 h | Potency, µM (doses to about 46.1 µM), for inactives: top-dose activity, negative = less viability, actives largely listed as cytotoxic | hit rate 1.6% among 360,000 | AID 686970;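 also: NT is the 2HG producing partner of a matched IDH1 knockdown line; potency is read from the fitted curve at half-maximal effect; 0% = DMSO-treated cells and -100% = media-only wells without cells; nearly all actives have a fitted effect of over 55% in size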
#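 Viability of the 2HG-overproducing fibrosarcoma line after 48 hours of compound exposure at 37 degrees C was determined by luminescence with CellTiter-Glo, and concentration-effect curves were then fitted and categorized.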
# GLP-1R agonist = activates the human GLP-1 receptor | HEK293 GLP-1R CRE-luciferase, luminescence, 4-6 h; cells express a hypersensitive GLP-1R form | Potency, µM (highest dose often 45.6 µM), inactives show at the highest dose activation, usual class: activators | hit rate 0.007% among 380,000 | AID 624172; also: potency is read from the fitted curve at half-maximal effect; % of control where 0% means no effect
# Target sequence (P43220 whole entry, looked up): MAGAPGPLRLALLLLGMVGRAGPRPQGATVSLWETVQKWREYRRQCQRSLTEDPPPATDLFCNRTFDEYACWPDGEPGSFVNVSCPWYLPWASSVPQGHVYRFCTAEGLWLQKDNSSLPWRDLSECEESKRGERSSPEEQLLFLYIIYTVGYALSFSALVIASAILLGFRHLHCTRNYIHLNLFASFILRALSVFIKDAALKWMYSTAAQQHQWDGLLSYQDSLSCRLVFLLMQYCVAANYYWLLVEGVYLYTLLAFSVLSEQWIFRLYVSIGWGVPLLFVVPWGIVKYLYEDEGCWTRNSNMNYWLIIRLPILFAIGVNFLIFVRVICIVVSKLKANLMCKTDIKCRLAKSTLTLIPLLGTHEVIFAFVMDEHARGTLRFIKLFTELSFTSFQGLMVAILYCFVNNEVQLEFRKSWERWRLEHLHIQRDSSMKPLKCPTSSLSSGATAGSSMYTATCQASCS
# HT1080 IDH1KD tx = kills HT-1080 cells with IDH1 knockdown; AID 686971; hit rate 2% among 360,000; Potency, µM (top dose mostly 46.1 µM), inactives show at the highest dose activity, negative = toxicity, actives largely listed as cytotoxic; HT-1080 IDH1 knockdown viability, ATP luminescence, 48 h;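 also: potency is read from the fitted curve at half-maximal effect; 0% = DMSO wells and -100% = cell-free medium wells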
#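 Using the IDH1-knockdown HT-1080 line run in the same batch and compound series as the NT line, viability after 48 h at 37 °C was determined by CellTiter-Glo luminescence and expressed as % activity.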
# Starred values were filed as active, the others as inactive; ? = inconclusive; & = joins results of further samples; [ ] = another dose, or the depositor's remark. Unless noted, calls follow the shape of the dose curve; as a rule, active = well fitted curve in the direction sought with a large enough effect; inconclusive = small, poorly fitted or top-dose-only effect, or another doubt; inactive = no such curve, though single readings can be large; an effect the other way counts as inactive or inconclusive.
SMILES,KB-V1 cytotox,DRD3 agonist,SW480 rerep,D3 antag,IL1B secr inh,KB-3-1 tox,HT1080NT lethal,GLP-1R agonist,HT1080 IDH1KD tx
O=S(=O)(c1ccccc1F)N(Cc1ccco1)Cc1nnc(-c2ccccc2Br)o1,-5%,13,-9%,72,-2,6%,9%,23%,0%
CC(C)Oc1ccc(S(=O)(=O)N2CCCCC2)cc1NC(=O)C1CCC1,-11%,-12,-2%,-4,-6,-6%,-13%,-2%,-4%
C=CCNC(=O)CSc1nc2sc3c(c2c(=O)n1CCCOC)CCC3,-9%,-3,-3%,-10,0,2%,-8%,-3%,-6%
C/C(=N\NC(=O)c1ccn(C)n1)c1ccco1,15%,-2,?,-11,-15,-3%,1%,8%,1%
COCCCN=Cc1c(C)[nH]n(-c2ccc(Br)c(C)c2)c1=O,-25%,2,-85%[inhibitor],-8,9,-7%,-16%,-7%,-22%
Cc1ccc(-n2nnnc2Sc2nc([N+](=O)[O-])nn2C)cc1C,0%,8,?,-6,-77*,?,-24%,-10%,?
CCCc1cc(C(=O)N2CCCN(C)CC2)cs1,-12%,0,5%,0,9,0%,8%,5%,11%
Cc1ccc(C)c(S(=O)(=O)NCc2cccnc2)c1,-28%,5,-1%,-20,0,11%,5%,-10%,?
CCCc1nnc(NC(=O)CS(=O)(=O)c2ccc(C)cc2)s1,-6%,-5,3%,4,63,28%,-11%,-1%,-13%
CCc1ncc(CN2CCCC(C(=O)Nc3cccc(-c4ccc(F)cc4)c3)C2)cn1 (centres undefined),?,-5,10%,-9,-12,-7%,-12%,6%,-1%
CC(C)NC(=O)C(c1ccc(F)cc1)N(C(=O)CCC(=O)Nc1ccccn1)C1CCCCC1 (centres undefined),?,-27,-7%,-2,-10,-9%,-1%,4%,0%
CCCCN1C(=O)NC2NC(=O)NC21 (centres undefined),?,-4,-2%,-25,-92*,2%,7%,-1%,8%

# Continued (three carried over from the part before).
SMILES,KB-V1 cytotox,DRD3 agonist,SW480 rerep,D3 antag,IL1B secr inh,KB-3-1 tox,HT1080NT lethal,GLP-1R agonist,HT1080 IDH1KD tx
CCc1ncc(CN2CCCC(C(=O)Nc3cccc(-c4ccc(F)cc4)c3)C2)cn1 (centres undefined),?,-5,10%,-9,-12,-7%,-12%,6%,-1%
CC(C)NC(=O)C(c1ccc(F)cc1)N(C(=O)CCC(=O)Nc1ccccn1)C1CCCCC1 (centres undefined),?,-27,-7%,-2,-10,-9%,-1%,4%,0%
CCCCN1C(=O)NC2NC(=O)NC21 (centres undefined),?,-4,-2%,-25,-92*,2%,7%,-1%,8%
Cc1ccccc1C(=O)N1CCc2cc(-c3csc(NC(=O)CN4CCCC4)n3)ccc21,0%,6,15%,0,22,-4%,?,23%,?
COc1ccc(C(=O)NCc2nnc(SCC(=O)NCCc3ccccc3)o2)cc1,-6%,-4,-13%,-7,-2,-3%,1%,-5%,13%
CC(C)N(C(=O)CC1ON(C)C(=O)N1c1ccc(Cl)cc1)C(C)C (centres undefined),0%,-10,2%,-5,-1,-1%,9%,11%,-2%
CCN1C(=O)[C@H]2[C@@H](c3ccc(OC)cc3)N3C(=O)CN(CCOC)C(=O)[C@@]3(C)[C@H]2C1=O,0%,2,2%,-18,3,15%,10%,-2%,1%
CCc1cc2c(SCC(=O)NC3CCS(=O)(=O)C3)ncnc2s1 (centres undefined),-21%,-13,-34%[1.84 µM],-22,17,-14%,-9%,-3%,-7%
CC1CCN(C(=O)CCNS(=O)(=O)c2ccc(Br)cc2)CC1,-25%,-5,78%,4,4,-23%,-1%[9.24 µM],2%,0%
CCOC(=O)N1CCC(NC(=O)c2cc(C)c3c(C)nn(-c4ccccc4)c3n2)CC1,-7%,46*,1%,3,4,?,?,2%,8%
O=C(c1ccc(C(F)(F)F)cc1)C1CCCN(C(=O)CCc2cnccn2)C1 (centres undefined),19%,7,1%,4,18,10%,2%,21%,-2%
O=C(CNc1ccc2ccccc2c1)N/N=C/c1ccc([N+](=O)[O-])o1,-21%,5,?,15,-9,?,?,5%,?
C=CCOc1cccc(C2C(C(=O)c3ccc(C)o3)=C(O)C(=O)N2CCCn2ccnc2)c1 (centres undefined),?,-7,17%,-17,12,0%,-1%,7%,13%
O=C(NCC1CCCO1)C1c2ccccc2C(=O)N1C1CCCCCC1 (centres undefined),0%,-5,-7%,16,-9,-8%,8%,-12%,4%
CCC(=O)c1ccc(OCC(O)Cn2nnc3ccccc32)cc1 (centres undefined),?,-15,-8%,-24,13,-6%,0%,7%,0%
COc1ccc(C)cc1S(=O)(=O)N(CC(=O)Nc1ccc2c(c1)OCCO2)Cc1ccccc1,-12%,2,2%,1,-7,-6%,-3%,-2%,-28%
Cc1ccc(-n2cc(CN3CCN(Cc4nccn4C)CC3)c(-c3cccc(C)c3)n2)cc1,-3%,-25,17%,-20,-57*,?,-19%,16%,?
Cc1cc(CC(=O)O)c2oc(-c3ccoc3)cc(=O)c2c1,13%,1,?,32,-15,2%,-4%,-7%,-2%
COC(=O)CNC(=O)C1CCCN1C(=O)OC(C)(C)C (centres undefined),4%,-1,-18%,3,1,5%,-1%,-9%,-3%
CCOC(=O)C1=c2s/c(=C\c3ccncc3)c(=O)n2C(N)=C(C(=O)OC)C1c1ccncc1 (centres undefined),14%,3,-24%,9,-6,0%,8%,5%,8%
Cc1c(NC(=O)Nc2cccc([N+](=O)[O-])c2)c(=O)n(-c2ccccc2)n1C,-3%,0,-1%,14,1,19%,7%,7%,0%
Cc1ccc(N2C(=O)CC(n3ccnc3)C2=O)cc1C (centres undefined),-7%,2,-6%,8,9,-4%,15%,-13%,10%
CC1CCCC(C)N1S(=O)(=O)c1ccc(S(=O)(=O)N2CCOCC2)cc1 (centres undefined),-4%,7,-4%,7,-17,-3%,10%,1%,12%
COc1ccc(N2CCN(S(=O)(=O)c3c(C)nc4scc(C)n4c3=O)CC2)cc1,?,6&6,4%,9,35,-2%&-7%,0%,11%,1%
Cc1snc2sc(C(=O)c3ccc(Br)cc3)c(N)c12,-32%,-5,2%,-24,-10,?,1%,3%,-13%[9.24 µM]
CCOC(=O)c1c(NC(=O)CSc2ncccn2)sc(C(=O)NC)c1C,?,13,-150%[inhibitor],8,22,-6%,-1%,6%,0%
CCOc1cc(C(=O)NC(C)c2ccncc2)cc(OCC)c1OCC (centres undefined),4%,-34,-9%,?,-4,2%,-1%,5%,8%
COc1ccccc1CNC(=O)CN1C(=O)C(C)N(c2ccc(C)cc2)C1=O (centres undefined),-21%,-1,0%,-16,0,2%,-2%,7%,-6%
COC(=O)c1c(NC(=O)CSc2ncn[nH]2)sc(C)c1C,21µM*,6,0%,64,-5,1%,0%,4%,-10%
COc1ccc(C(CC(=O)O)NC(=O)Cc2ccccc2)cc1 (centres undefined),5%,0,2%,31,-14,0%,19%,-5%,17%
COc1ccc(-c2nc3c(=O)n(C)c(=O)[nH]c3n2CCc2ccccc2)cc1,?,3,-7%,10,-10,25%,14%,-3%,12%
Cc1ccc(NC(=O)N2CCN(C(=O)c3ccco3)CC2)cc1Cl,?,6,-4%,14,3,27%,0%,8%,0%
Cc1ccccc1NC(=S)NCc1ccco1,20%,5,-1%,5,-2,-4%,9%,3%,2%
CC(C)(C)NC(=O)c1cccc2c1C(=O)c1ccccc1-2,?,4,2%,17,-22,?,-22%,16%,-15%
COc1cccc(/C=N\n2c(C)nnc2C)c1OC,-2%,-9,-3%,-22,-13,4%,4%,-11%,4%
COc1ccc(OCCOC(=O)c2cccs2)cc1,12%,-2,0%,1,17,15%,12%,-3%,9%
CCc1nc2ccccc2n1Cc1ccc(F)cc1,?,1,-4%,0,17,5%,-5%,2%,0%
CCCC(=O)NCCCc1nc2ccccc2n1CCC,-11%,11,-2%,20,12,-2%,7%,10%,14%
Cc1ccc(-n2[nH]c(=O)c(-c3ccccn3)c2C)cc1,0%,6,?,-6,37,-25%,-21%,-4%,-16%
CCc1nnc(NS(=O)(=O)c2ccc(NC(=S)NC(=O)/C=C/c3ccc(OC)cc3)cc2)s1,-8%,-31,1%,-73*,2,2%,-1%,0%,2%
O=C(NCCCN1CCC(Cc2ccccc2)CC1)C1CC(=O)N(C2CCCCCC2)C1 (centres undefined),-18%,-5,15%,?,0,2%,2%,-3%,-7%
C[C@@H]1NC(=O)c2cc([N+](=O)[O-])cc(I)c2OCC[C@@H](C(=O)NC(CC(=O)O)C(N)=O)NC(=O)[C@H](CCC(=O)O)NC1=O (some centres undefined),15%,-16,-2%,-18,-2,0%,0%,0%,-1%
Cc1ccccc1C(=O)N1CCC(C(=O)Nc2nc3ccc(F)cc3s2)CC1,?,22,-4%,12,-26,-13%,-4%,-7%,-13%
O=C(O)c1ccccc1NS(=O)(=O)c1cccc(NS(=O)(=O)c2cc(Br)ccc2Br)c1,0%,5,-5%,24,20,12%,-3%,1%,1%
O=C(CCc1nnc(Cc2ccc3c(c2)OCO3)o1)NCCc1ccccc1Cl,-11%,-1,11%,-13,-2,20%,0%,2%,-8%
Cc1ccc(C(=O)Nc2ccc(Nc3ccccc3)cc2)c(Cl)c1,0%,0,-4%,-12,-19,-5%,-7%,0%,-22%
O=C(CSc1nc2cc(Cl)ccc2s1)c1cc2ccccc2o1,?,-6,-2%,-17,36,-10%,-1%,-9%,-6%
Cc1cc(O)c(NC(=O)c2ccc(C)c([N+](=O)[O-])c2)cc1C,-20%,-7,-4%,7,20,-12%,-18%,5%,0%
CCCCNC(=O)COC(=O)c1ccc(N(C)C)cc1,0%,-1,0%,16,15,6%,-6%,13%,5%

# Two compounds from above, limited to IL1B secr inh and KB-V1 cytotox:
SMILES | IL1B secr inh | KB-V1 cytotox
O=C(O)c1ccccc1NS(=O)(=O)c1cccc(NS(=O)(=O)c2cc(Br)ccc2Br)c1 | 20 | 0%
O=C(CCc1nnc(Cc2ccc3c(c2)OCO3)o1)NCCc1ccccc1Cl | -2 | -11%
